SMN2 splice enh: SMN2 splice variant enhancement; Potency, µM (highest dose often 46.1 µM), for inactives: at the top dose activity change, positive = activation, actives largely listed as activators; HEK293 SMN2-luciferase splicing reporter, luminescence, 30-36 h; AID 1458; actives 2.8% (n = 210,000); further: % of control where 0% means no effect; nearly all actives have a fitted effect of over 55% in size
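qHTS luciferase splicing reporter: luminescence rises when SMN2 exon 7 is included in transfected HEK293 cells. Compound exposure lasted 30-36 h at 37C, with 4.5 mM final sodium butyrate as control, followed by a ONE-Glo read.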
GoLoco inh red: RGS12 GoLoco-Gai1 interaction inhibition; P63096; Gai1:RGS12 GoLoco peptide FP, rhodamine, 10 min; Potency, µM (top dose mostly 61.6 µM), for the others: top-dose activity, negative = inhibition, hits mostly inhibitors; actives 0.44% (n = 230,000); AID 880; active means well fitted inhibition curve with a large enough effect, not every such curve was filed as active; inactive means no such curve, though single readings can be large or run the other way; further: on the % scale 0 is the no-effect control and ±100 the full control effect; nearly all actives have a fitted effect of over 30% in size; many of its hits are not listed in these tables
Target sequence (P63096 whole entry, looked up): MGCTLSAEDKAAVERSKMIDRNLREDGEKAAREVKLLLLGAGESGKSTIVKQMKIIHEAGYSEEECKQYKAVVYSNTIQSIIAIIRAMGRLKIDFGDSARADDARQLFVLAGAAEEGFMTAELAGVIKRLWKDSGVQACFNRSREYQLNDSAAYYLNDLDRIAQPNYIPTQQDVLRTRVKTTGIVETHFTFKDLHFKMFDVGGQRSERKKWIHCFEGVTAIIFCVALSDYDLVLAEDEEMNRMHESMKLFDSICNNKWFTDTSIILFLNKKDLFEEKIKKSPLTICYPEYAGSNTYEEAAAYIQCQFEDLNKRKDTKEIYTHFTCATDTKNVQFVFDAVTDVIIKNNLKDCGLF
GAA inh: blocks human lysosomal alpha-glucosidase; P10253; purified human GAA, 4-MU-alpha-glucoside fluorescence; Potency, µM (highest dose often 76.9 µM), inactives show at the top dose activity change, negative = inhibition, usual class: inhibitors; actives 0.005% (n = 200,000); AID 1466;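 further: plate controls were uninhibited enzyme wells for no effect and no-enzyme background for full effect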
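Human alpha-glucosidase, 4 nM, pre-mixed with test compounds before 400 uM 4-methylumbelliferyl substrate; 20 min room temperature at pH 5.0. Fluorescence read after pH 10 stop; AC50 values from Hill-equation fits.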
aGlu spleen mod: inhibits or activates alpha-glucosidase in human spleen homogenate; P10253; human spleen homogenate, 4-MU-alpha-glucoside fluorescence; Potency, µM (highest dose often 79.9 µM), for the others: top-dose activity change, negative = inhibition, usual class: inhibitors; actives 0.006% (n = 240,000);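 further: 0% = enzyme with vehicle and -100% = no enzyme basal signal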
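Human spleen homogenate (1 ug) incubated with compounds and 1 mM 4-methylumbelliferyl-alpha-D-glucopyranoside in pH 5.0 citrate/phosphate buffer, 37 C, 40 min. Stopped at pH 10; 4-MU fluorescence (Ex 365/Em 440 nm); AC50 by Hill fit.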
aGal spleen mod: inhibits or activates alpha-galactosidase in human spleen homogenate. human spleen homogenate, 4MU-alpha-Gal fluorescence, 40 min. P06280. actives 0.008% (n = 240,000). AID 2107. Potency, µM (series often up to 80 µM), for the others: at the highest dose activity change, negative = inhibition, actives largely listed as inhibitors;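 further: 0% = enzyme with vehicle and -100% = no enzyme basal signal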
Target sequence (P06280 32-429 limits assumed): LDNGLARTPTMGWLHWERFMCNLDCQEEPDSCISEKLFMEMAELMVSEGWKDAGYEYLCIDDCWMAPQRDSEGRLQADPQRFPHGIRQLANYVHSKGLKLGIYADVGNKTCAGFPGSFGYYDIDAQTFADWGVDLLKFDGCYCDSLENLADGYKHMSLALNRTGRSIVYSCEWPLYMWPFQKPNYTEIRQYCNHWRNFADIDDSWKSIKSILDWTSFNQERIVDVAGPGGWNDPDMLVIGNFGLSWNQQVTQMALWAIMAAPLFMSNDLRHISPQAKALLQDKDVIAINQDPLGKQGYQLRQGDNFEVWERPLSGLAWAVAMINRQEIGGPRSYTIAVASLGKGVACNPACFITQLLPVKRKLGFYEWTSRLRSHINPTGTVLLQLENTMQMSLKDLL
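Human spleen homogenate (1 ug) was the enzyme source, with 4-methylumbelliferyl-alpha-D-galactopyranoside (1 mM final) in pH 5.0 citrate buffer with 0.01% Tween-20. Compounds were titrated; after 40 min at 37C, NaOH/glycine stop, 4-MU fluorescence read; AC50 from Hill fits.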
JMJD2E inh: JMJD2E (human) inhibition; B2RXH2; JMJD2E catalytic domain, FDH-coupled NADH fluorescence (FDH is formaldehyde dehydrogenase); Potency, µM (top dose mostly 57.1 µM), without a hit: top-dose activity change, negative = inhibition, hits mostly inhibitors; actives 1.6% (n = 230,000); AID 2147; active means well fitted inhibition curve with a large enough effect, not every such curve was filed as active; inconclusive means small, poorly fitted or top-dose-only effect, or another doubt; inactive means no such curve, though single readings can be large or run the other way;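 further: 0% = wells with enzyme and -100% = buffer wells without enzyme; nearly all actives have a fitted effect of over 50% in size; many of its hits are not listed in these tables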
Target sequence (B2RXH2 1-337 limits assumed): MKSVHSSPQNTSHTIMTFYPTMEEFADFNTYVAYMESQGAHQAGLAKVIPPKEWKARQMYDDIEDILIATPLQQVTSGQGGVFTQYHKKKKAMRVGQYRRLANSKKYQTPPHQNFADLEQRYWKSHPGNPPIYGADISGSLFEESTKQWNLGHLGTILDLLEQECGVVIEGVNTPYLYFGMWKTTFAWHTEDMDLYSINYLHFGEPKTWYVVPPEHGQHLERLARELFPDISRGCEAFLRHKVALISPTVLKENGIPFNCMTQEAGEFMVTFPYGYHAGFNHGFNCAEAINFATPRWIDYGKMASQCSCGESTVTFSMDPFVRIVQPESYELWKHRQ
ALDH1A1 inh: inhibitors of human aldehyde dehydrogenase 1A1; P00352; Purified ALDH1A1, NADH fluorescence, propionaldehyde substrate; Potency, µM (highest dose often 75.3 µM), for inactives: at the highest dose activity, negative = inhibition, usual class: inhibitors; actives 7.3% (n = 220,000); AID 1030; active means well fitted inhibition curve with a large enough effect, not every such curve was filed as active; inconclusive means small, poorly fitted or top-dose-only effect, or another doubt; inactive means no such curve, though single readings can be large or run the other way;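 further: plate controls were no enzyme wells and a reference inhibitor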
GAA glycogen: inhibitors or activators of human alpha-glucosidase glycogen cleavage; P10253; AID 2100; recombinant GAA, glycogen substrate, Amplex Red glucose oxidase fluorescence; actives 0.38% (n = 300,000); Potency, µM (doses to about 76.4 µM), without a hit: at the highest dose activity change, negative = inhibition, hits mostly inhibitors;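 further: 0% = full enzyme reaction and -100% = no-enzyme basal signal; the screen sought inhibitors and activators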
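qHTS, 1536-well; enzyme 4 nM final; cpd up to 77 uM; substrate bovine liver glycogen 30 ug; 50 mM citrate/phosphate pH 5.0, 0.01% Tween-20; 37 C, 40 min; Amplex Red detection 45 min RT; Hill fit → AC50.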
An asterisk follows results filed as active; ? = inconclusive; . = no result given; [ ] = remark or other dose. Unless noted, the call rests on the fitted dose curve; in most records, active means well fitted curve in the direction sought with a large enough effect; inconclusive means small, poorly fitted or top-dose-only effect, or another doubt; inactive means no such curve, though single readings can be large; an effect the other way counts as inactive or inconclusive. Potency means the concentration at half of the fitted maximal effect. A portion of the library. The share of hits here may be higher or lower than overall.

SMILES	SMN2 splice enh	GoLoco inh red	GAA inh	aGlu spleen mod	aGal spleen mod	JMJD2E inh	ALDH1A1 inh	GAA glycogen
CCOC(=O)c1c(CN(C)C)n(-c2ccccc2)c2cc(Br)c(O)cc12	.	3%	-8%	2%	4%	10%	-4%	4%
CC1CCCCC1NC(=O)CSCC(=O)O (configuration not stated)	-8%[1.84 µM]	-4%	0%	0%	5%	-2%	-10%	-5%
c1ccc2c(c1)COC(CNC1CCCCC1)OC2	.	7%	9%	3%	5%	-10%	5%	9%
Cc1cc(C)cc(NC(=O)C2CCCN2/C=C/C(=O)C(F)(F)F)c1 (configuration not stated)	-9%	12%	-11%	-3%	3%	10%	20%	8%
CCC12CN3CCN(CC(C3)/C1=N\NC(=O)Nc1ccccc1)C2	8%	2%	4%	-13%	1%	2%	5%	-4%
CC(C)c1cc(C(=O)NCc2cccnc2)no1	-13%	0%	-6%	3%	-6%	2%	0%	4%
Cc1ccc(Oc2ncccc2CO)cc1	2%	255%[activator]	2%	7%	10%	6%	7%	8%
CC1(O)CC(=O)N(c2ccccc2)O1 (configuration not stated)	11%	0%	8%	-9%	1%	-5%	22µM*	-4%
COCCNC(=O)Cn1c(=O)n(CCC(=O)NCCc2ccccc2)c(=O)c2ccccc21	-21%	-11%	2%	2%	6%	7%	1%	1%
Cc1ccc(C(=O)Nc2nc3ccccc3n3nnnc23)cc1	16%	2%	-1%	-1%	6%	-12%	-15%	2%
COc1ccc(C(=O)NCc2cccnc2)cc1C(=O)NCc1cccnc1	10%	11%	.	6%	13%	11%	-5%	.
Cc1ccc(-c2nn(-c3ccccc3)cc2/C=N/NC(=O)c2ccc(Br)o2)cc1	-93%[inhibitor]	-6%	-7%	4%	-6%	?	?	-2%
CC(C)N1CCC(N2CCN(Cc3ccc(C#CC(C)(C)O)s3)CC2CCO)CC1 (configuration not stated)	.	2%	2%	3%	3%	1%	5%	-12%
COc1ccccc1N(C)S(=O)(=O)c1ccc(C(=O)OCC(=O)Nc2cc(C)on2)cc1	15%	3%	2%	-9%	2%	3%	7%	-14%
CCCCC(c1nnnn1CCOC)N1CCN(C(=O)c2ccco2)CC1 (configuration not stated)	12%	6%	8%	2%	11%	-9%	?	1%
COc1ccccc1CNC(=O)CSc1ccc(-c2ccccn2)nn1	-6%	9%	-23%	0%	4%	-4%	-13%	12%
COc1ccc(C(CC(=O)O)NC(=O)Cc2ccccc2)cc1OC (configuration not stated)	3%	10%	-2%	1%	-1%	2%	4%	4%
CC1CN(C2CCN(S(=O)(=O)c3ccccc3)CC2)CC(C)O1 (configuration not stated)	11%	-2%	-2%	-3%	3%	4%	?	-6%
Cc1ccc2c3c(cccc13)-c1ccccc1C2=O	?	13%	0%	2%	0%	?	-6%	-12%
COc1ccccc1C1CC(=O)Oc2c(C(C)C)ccc(C)c21 (configuration not stated)	.	7%[88.7 µM]	.	-4%[119 µM]	-6%[119 µM]	.	8%	.
COc1ccc(C2(O)CCN(Cc3nnnn3Cc3ccc(F)cc3)CC2)cc1	-7%	-1%	2%	4%	13%	2%	-16%	-4%
O=C(COc1ccc(F)cc1)NC1CC1	-20%	3%	-17%	1%	4%	7%	-3%	8%
Cc1cccc(-n2c(-c3ccncc3)n[nH]c2=S)c1	8%	3%	-9%	3%	-6%	?	?	-22%
Cc1ccc2c(c1)N(CC(=O)N1CCCc3ccccc31)C(=O)C(C)O2 (configuration not stated)	-2%	-1%	-1%	-2%	5%	4%	7%	-1%
Cc1sc(NC(=O)CCC(=O)O)c(C(N)=O)c1-c1ccccc1	21%	4%	2%	-6%	-1%	-2%	13µM*	-2%

Shown as labelled records: part of the list above
Structure: COc1ccc(C(CC(=O)O)NC(=O)Cc2ccccc2)cc1OC (configuration not stated)
  SMN2 splice enh = 3%; GoLoco inh red = 10%; GAA inh = -2%; aGlu spleen mod = 1%; aGal spleen mod = -1%; JMJD2E inh = 2%; ALDH1A1 inh = 4%; GAA glycogen = 4%

Structure: CCCCC(c1nnnn1CCOC)N1CCN(C(=O)c2ccco2)CC1 (configuration not stated)
  SMN2 splice enh = 12%; GoLoco inh red = 6%; GAA inh = 8%; aGlu spleen mod = 2%; aGal spleen mod = 11%; JMJD2E inh = -9%; ALDH1A1 inh = ?; GAA glycogen = 1%

Further entries:
SMILES	SMN2 splice enh	GoLoco inh red	GAA inh	aGlu spleen mod	aGal spleen mod	JMJD2E inh	ALDH1A1 inh	GAA glycogen
COc1cc2ncnc(NCc3cccc(Cl)c3)c2cc1OC	.	1%	4%	-12%	-13%	-25%	-3%	-12%
Cc1c(CN2CCCC(C(=O)c3cccc(OC(C)C)c3)C2)c(=O)n(-c2ccccc2)n1C (configuration not stated)	-23%	2%	1%	2%	4%	-25%	?	2%
Cc1ccc(C)n1-c1nn(S(=O)(=O)c2ccccc2)c2cccc(F)c12	.	4%	.	-3%	-4%	-2%	.	-15%
COc1ccc(N2CC(O)=C(c3nc(-c4ccccc4)cs3)C2=N)cc1	.	4%	.	3%	10%	-30%	.	-6%
CCC(=O)N(CCCN(C)C)c1nc(-c2cc(OC)ccc2OC)cs1	10%	9%	-5%	2%	6%	7%	2%	-8%
COc1cc(C(=O)Nc2nc(-c3cccs3)cs2)cc(OC)c1OC	?	2%	-12%	-2%	2%	?	?	-10%
COc1cccc(C(=O)C2CCCN(C/C=C/c3ccccc3OC)C2)c1 (configuration not stated)	.	12%	5%	4%	5%	-15%	?	-9%
O=C(Nc1ccc(F)cc1F)c1c(C(F)(F)F)ccnc1Oc1cccc(C(F)(F)F)c1	.	6%	-4%	-5%	8%	1%	14%	-10%
Cc1csc(SCC(=O)Nc2cc(S(=O)(=O)N3CCCC3)ccc2Cl)n1	-9%	8%	-9%	-1%	8%	-5%	1.3µM*	0%
CC1CCN(S(=O)(=O)N2CCC(C(=O)O)CC2)CC1	-22%	3%	7%	-7%	-5%	-1%	-1%	7%
CCOc1ccc(C(CC(=O)O)NC(=O)c2sc3ccccc3c2Cl)cc1 (configuration not stated)	-6%	14%	-6%	-3%	3%	-4%	-13%	0%
COc1ccc(-c2csc(Nc3ccc(S(=O)(=O)Nc4cc(OC)nc(OC)n4)cc3)n2)cc1	10%	-7%	-6%	-2%	8%	-4%	?	-27%
CS(=O)(=O)Nc1cccc(-c2nccc(NCc3ccccc3)n2)c1	-12%	1%	.	15%	15%	-2%	6%	.
CSc1nc(C)c2c(n1)N(c1ccc(O)cc1)CC2	-38%[inhibitor]	2%	-1%	-3%	-8%	?	-3%	?
CCNc1nc(SC(C)C(=O)OC)nc(N2CCOCC2)n1 (configuration not stated)	9%	-29%	-6%	3%	2%	12%	19µM*	-5%
COc1cc(NC(=O)COC(=O)[C@@H]2CCCN2S(=O)(=O)c2ccc(Cl)cc2)cc(OC)c1OC	-5%	-5%	-3%	-5%	-7%	0%	-6%	-16%
CCOc1ccc(NC(=O)c2ccccc2OCC(=O)c2ccccc2)cc1	-12%	5%	-10%	-1%	-4%	-2%	-2%	-1%
COc1ccc(CC(C)N2CCN(c3ccccc3OC)CC2)cc1OC (configuration not stated)	-10%	5%	1%	-7%	5%	-1%	-9%	-12%
O=C(COC(=O)Cc1c(F)cccc1Cl)NCCC1=CCCCC1	0%	2%	-5%	-13%	-6%	9%	?	3%
O=C(CCN1C(=O)S/C(=C\c2cccs2)C1=O)Nc1nccs1	10%	19%	0%	7%	-12%	-2%	-9%	-2%
CCN1CCN(C(c2cccs2)C(C)NC(=S)Nc2cc(C)ccc2C)CC1 (configuration not stated)	.	4%	.	-2%	-1%	-1%	.	2%
COc1ccc(CCC(=O)Nc2ccc(C)c(S(=O)(=O)N(C)C)c2)cc1OC	-59%[inhibitor]	10%	2%	-1%	-2%	2%	-7%	-3%
O=C(COC(=O)c1nn(-c2ccccc2)c(=O)c2ccccc12)NC1CCS(=O)(=O)C1 (configuration not stated)	-13%	-19%	4%	-1%	3%	?	?	3%
COc1ccc(OCC(=O)Nc2cc3oc4ccccc4c3cc2OC)cc1	-30%	2%	6%	-21%	-13%	-1%	1%	2%
NC(=O)C1=C[C@@H](c2coc3ccccc3c2=O)C[C@@H](OCc2ccc(CO)cc2)O1	.	2%	.	-1%	9%	-22%	?	2%
(continued)
SMILES	SMN2 splice enh	GoLoco inh red	GAA inh	aGlu spleen mod	aGal spleen mod	JMJD2E inh	ALDH1A1 inh	GAA glycogen
COc1cccc(-c2nc(CS(=O)(=O)c3ccccc3)no2)c1	11µM*	-13%	-8%	-5%	-4%	-25%	?	3%
O=C(CCCN1C(=O)c2ccccc2C1=O)Nc1ccc(S(=O)(=O)N2CCOCC2)cc1	22%	8%	-15%	-14%	?	3%	-5%	-11%
CC(Nc1cc(N2CCOCC2)ccc1[N+](=O)[O-])c1ccccc1 (configuration not stated)	-8%	6%	-3%	3%	7%	5%	?	-9%
NS(=O)(=O)c1ccc(NC(=O)CN2C(=O)C3C4C=CC(C4)C3C2=O)cc1 (configuration not stated)	-2%	4%	6%	-9%	-9%	-7%	0%	-7%
Fc1ccc2c(c1)C(c1ccc(N3CCOCC3)cc1)=NNC(c1cccs1)=N2	-24%	8%	-1%	-7%	-3%	1%	7%	-5%
O=C(O)c1ccc(Cl)cc1Cl	-2%	7%	.	-4%	-1%	.	-9%	.
CC1(c2nnc(-c3ccc(F)cc3)o2)CC(c2ccccc2)=NO1 (configuration not stated)	.	6%	.	1%	0%	-5%	.	3%
CC1(OC(=O)CCc2ccccc2)C(=O)C=C2C=C(c3ccc(C#N)cc3)N(C3CCCC3)C=C2C1=O (configuration not stated)	2%[9.22 µM]	2%[14.2 µM]	.	5%[17.4 µM]	-14%[17.5 µM]	20µM*	-6%[13.5 µM]	5%
Cc1cc(-c2n[nH]c(=S)n2/N=C/c2c[nH]c3ccccc23)n[nH]1	.	21%	-2%[15.4 µM]	9%	12%	-16%	?	?
CCOc1cc(C=O)ccc1OCC(=O)NC(C)(C)C	.	-1%	-1%	-1%	-2%	-23%	?	8%
CNc1nc(-c2cccnc2)nc2ccccc12	.	9%	.	2%	10%	.	0%	.

Screening data from PubChem BioAssay.
